Fluorescein autfl: qHTS Assay for Spectroscopic Profiling in Fluorescein Spectral Region | 59,000 tested, 0.91% active | Compound autofluorescence, 480/540 nm, fluorescein-equivalent; stronger effect = higher value | max fluorescein-equivalent concentration, M; in the data active = max fluorescein-equivalent concentration above about 10 nM; inconclusive = between about 1.1 nM and that limit
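Fluorescein stocks ranging 3 mM down to 300 nM, plus DMSO blanks, were pinned alongside compounds to build a per-plate standard curve. Buffer: 100 mM Tris, pH 8.0. Incubation 15 min, room temperature; filters 480/540 nm.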
Tau filament bind: qHTS Assay for Tau Filament Binding | Microtubule-associated protein tau (Homo sapiens), P10636 | recombinant tau filaments, thioflavin S fluorescence, 15 h; filaments grown with octadecylsulfate alongside compound | Potency, µM (top dose mostly 57.1 µM), inactives show at the top dose activity change, negative = inhibition | 71,000 tested, 2% active;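 note: potency is the fitted concentration of half-maximal effect; % is set by controls: 0 for no effect and ±100 for the full control effect; actives lower thioflavin S fluorescence by blocking filaments or displacing dye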
Target sequence (P10636 whole entry, looked up): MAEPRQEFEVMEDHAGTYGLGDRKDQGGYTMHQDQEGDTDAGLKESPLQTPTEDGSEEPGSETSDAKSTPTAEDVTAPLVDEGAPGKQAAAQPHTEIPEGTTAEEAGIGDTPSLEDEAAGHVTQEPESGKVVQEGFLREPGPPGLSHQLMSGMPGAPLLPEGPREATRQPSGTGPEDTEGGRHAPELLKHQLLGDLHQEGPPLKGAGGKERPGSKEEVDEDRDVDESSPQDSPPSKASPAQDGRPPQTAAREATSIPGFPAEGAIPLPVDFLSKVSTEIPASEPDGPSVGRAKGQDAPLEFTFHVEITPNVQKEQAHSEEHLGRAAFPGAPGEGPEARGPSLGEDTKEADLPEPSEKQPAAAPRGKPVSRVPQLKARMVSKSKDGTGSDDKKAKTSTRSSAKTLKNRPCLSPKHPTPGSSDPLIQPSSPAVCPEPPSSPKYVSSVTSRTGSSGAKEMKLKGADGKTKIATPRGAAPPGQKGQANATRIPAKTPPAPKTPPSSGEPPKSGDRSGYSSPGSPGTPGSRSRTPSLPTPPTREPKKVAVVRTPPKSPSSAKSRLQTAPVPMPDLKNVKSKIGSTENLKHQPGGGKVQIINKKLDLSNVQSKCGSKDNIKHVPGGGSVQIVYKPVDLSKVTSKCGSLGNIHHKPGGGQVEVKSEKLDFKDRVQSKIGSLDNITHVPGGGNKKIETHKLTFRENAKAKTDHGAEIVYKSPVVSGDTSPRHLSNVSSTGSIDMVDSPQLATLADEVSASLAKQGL
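Tau 2 uM in ThS buffer dispensed; compound added; 60 uM ODS added (finals 1 uM tau, 30 uM ODS); 15 h 37 C; fluor ex450/em510.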
Caspase-1 inhib: qHTS Assay for Allosteric/Competitive Inhibitors of Caspase-1. P29466. 75,000 tested, 0.03% active. Caspase-1 enzyme, Ac-WEHD-AFC fluorogenic rate. Potency, µM (series often up to 57.5 µM), inactives show at the highest dose activity change, negative = inhibition, actives largely listed as inhibitors;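 note: potency is the fitted concentration of half-maximal effect; plate controls were vehicle for no effect and no substrate for full effect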
Target sequence (P29466 120-297 limits assumed): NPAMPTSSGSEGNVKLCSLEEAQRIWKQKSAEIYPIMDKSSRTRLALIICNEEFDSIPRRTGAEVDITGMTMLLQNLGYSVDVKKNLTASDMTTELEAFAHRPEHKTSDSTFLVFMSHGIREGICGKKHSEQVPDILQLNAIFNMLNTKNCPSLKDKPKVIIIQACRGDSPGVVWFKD
Target sequence (P29466 317-404 limits assumed): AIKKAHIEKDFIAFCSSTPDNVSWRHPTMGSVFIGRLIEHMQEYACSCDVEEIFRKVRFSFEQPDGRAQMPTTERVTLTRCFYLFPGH
Luciferase inh: qHTS Assay for Inhibitors of Firefly Luciferase. Potency, µM (top dose mostly 57.1 µM), for the others: at the highest dose activity change, negative = inhibition, hits mostly inhibitors. purified firefly luciferase, luminescence, 8 min. 72,000 tested, 2.2% active; note: potency is the fitted concentration of half-maximal effect; % is set by controls: 0 for no effect and ±100 for the full control effect; nearly all actives have a fitted effect of over 40% in size
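qHTS concentration-response profiling: light output of P. pyralis luciferase with luciferin and 10 uM ATP, imidazole buffer pH 7.2. Read by luminescence after 8-min room-temperature incubation.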
HEK293 cAMP ctrl: qHTS Assay for Agonists of the Thyroid Stimulating Hormone Receptor: Activators of Intracellular cAMP Concentrations in Parental HEK 293; parental HEK293 CNG cAMP sensor, membrane potential fluorescence; Potency, µM (series often up to 57.1 µM), for the others: top-dose activation, usual class: activators; 73,000 tested, 2.5% active; note: potency is the fitted concentration of half-maximal effect; % of control where 0% means no effect; nearly all actives have a fitted effect of over 55% in size
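Parental HEK 293 cells stably expressing a cAMP-gated CNG channel were loaded with membrane potential dye containing 100 uM RO 20-1724 for 60 min. Compound added for 30 min; depolarization read as fluorescence intensity at 590 nm.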
Rhodamine autofl: qHTS Assay for Spectroscopic Profiling in Rhodamine Spectral Region. Rhodamine-region fluorescence, 547/598 nm, Tris buffer; stronger effect = higher value. max dye-equivalent concentration, M. 59,000 tested, 0.05% active; in the data active = max dye-equivalent concentration above about 11 nM; inconclusive = between about 1.1 nM and that limit
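Read-out is relative fluorescence at 547 nm excitation and 598 nm emission, expressed as dye-equivalent concentration using rhodamine standards on every plate. Each compound was profiled across a concentration series after 15 min in 100 mM Tris, pH 8.0.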
Caspase-7 inhib: qHTS Assay for Allosteric/Competitive Inhibitors of Caspase-7. 75,000 tested, 0.02% active. P55210. recombinant caspase-7, Ac-DEVD-AFC fluorescence rate. Potency, µM (titrated, usually from 57.5 µM), without a hit: at the highest dose activity change, negative = inhibition, most hits filed as inhibitors; active = well fitted inhibition curve with a large enough effect in the main read-out, with a control signal flat, not every such curve was filed as active; inconclusive = small, poorly fitted or top-dose-only effect, or a change in a side signal; note: potency is the fitted concentration of half-maximal effect; % of control where 0% means no effect
Texas Red fluor: qHTS Assay for Spectroscopic Profiling in Texas Red Spectral Region | Compound fluorescence, Texas Red channel, 547/618 nm; stronger effect = higher value | max dye-equivalent concentration, M | 59,000 tested, 0.06% active; in the data active = max dye-equivalent concentration above about 10 nM; inconclusive = between about 1.1 nM and that limit
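Pin-transferred compounds and Texas Red standards go into 100 mM Tris buffer, pH 8.0. After 15 min at room temperature, plates are imaged with 547/618 nm filters. Each value is a dye-equivalent concentration derived from the per-plate dye curve.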
USP2a inh: qHTS Assay for Inhibitors of Ubiquitin-specific Protease USP2a | 60,000 tested, 0.1% active | USP2a enzymatic assay, qHTS inhibition | Ubiquitin carboxyl-terminal hydrolase 2 (Homo sapiens), O75604 | Potency, µM (highest dose often 38.3 µM), for the others: at the top dose activity change, negative = inhibition, hits mostly inhibitors;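 note: potency is the fitted concentration of half-maximal effect; nearly all actives have a fitted effect of over 60% in size; plate controls were DMSO for no effect and NEM full inhibition control for full effect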
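Inhibition is measured in a cell-free coupled assay with 20 nM USP2 core, 20 nM Ub-PLA2 and 20 uM NBD C6-HPC, 2.5 h incubation. Activity normalized to NEM control.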
ERK AVP inh: qHTS Assay for Inhibitors of the ERK Signaling Pathway using a Homogeneous Screening Assay; HEK293-V1b, vasopressin-stimulated pERK AlphaScreen; Potency, µM (series often up to 57.5 µM), inactives show at the highest dose activity, negative = inhibition, actives largely listed as inhibitors; 72,000 tested, 0.99% active; note: potency is the fitted concentration of half-maximal effect; % is set by controls: 0 for no effect and ±100 for the full control effect; nearly all actives have a fitted effect of over 55% in size
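Phosphorylated ERK1/2 detected via AlphaScreen bead proximity in lysates of V1b-expressing HEK293 cells given 25 nM vasopressin for 5 min after 30 min compound exposure (37 °C). AC50 from Hill equation; basal DMSO 0%, vasopressin 100%.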
HADH2 inhib: qHTS Assay for Inhibitors of HADH2 (Hydroxyacyl-Coenzyme A Dehydrogenase, Type II); 73,000 tested, 3.4% active; Potency, µM (titrated, usually from 57.1 µM), for inactives: top-dose activity change, negative = inhibition, actives largely listed as inhibitors; AID 886, 2007; recombinant HADH2, NADH fluorescence, beta-hydroxybutyryl-CoA; note: potency is the fitted concentration of half-maximal effect; % is set by controls: 0 for no effect and ±100 for the full control effect; nearly all actives have a fitted effect of over 60% in size; many of its hits are not listed in these tables
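Read-out: 360 nm excitation, 450 nm emission, kinetic over 4 min. Conditions: His-tagged human HADH2 20 nM, pH 9.0 Tris with Tween-20, 1 mM NAD+, 90 uM beta-hydroxybutyryl-CoA.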
* = called active by the depositor; [ ] = remark or other dose. Unless noted, calls come from the whole dose curve; as a rule, active = well fitted curve in the direction sought with a large enough effect; inconclusive = small, poorly fitted or top-dose-only effect, or another doubt; inactive = no such curve, though single readings can be large; an effect the other way counts as inactive or inconclusive. This is a subset; count on the stated rates, not on these rows.

For CS(=O)(=O)Nc1ccc(OCc2ccccc2)cc1 the results were Tau filament bind -4%[11.4 µM], Caspase-1 inhib -1%, Luciferase inh -5%, HEK293 cAMP ctrl -2%[11.4 µM], Caspase-7 inhib 1%, USP2a inh 4%[7.66 µM], ERK AVP inh 3% and HADH2 inhib 10%[11.4 µM].
Cc1c(NC(=O)Cn2nc(C(=O)O)c3ccccc3c2=O)c(=O)n(-c2ccccc2)n1C was read as Fluorescein autfl inactive, Tau filament bind 5%, Caspase-1 inhib 0%, Luciferase inh 8%, HEK293 cAMP ctrl -6%, Rhodamine autofl inactive, Caspase-7 inhib -5%, Texas Red fluor inactive, USP2a inh -5%, ERK AVP inh -18% and HADH2 inhib -7%.
`Cc1cc(C)cc(N(C(C)C(=O)Nc2c(C)n(C)n(-c3ccccc3)c2=O)S(C)(=O)=O)c1` (configuration not stated) gave Fluorescein autfl inconclusive, Tau filament bind 7%, Caspase-1 inhib 2%, Luciferase inh -1%, HEK293 cAMP ctrl 2%, Rhodamine autofl inactive, Caspase-7 inhib -2%, Texas Red fluor inconclusive, USP2a inh 2%, ERK AVP inh -6% and HADH2 inhib 17%.
Screening COc1cccc(C(=O)OC(C)CN2CCCC2)c1 (configuration not stated) returned Fluorescein autfl inactive, Tau filament bind -20%, Caspase-1 inhib 0%, Luciferase inh 0%, HEK293 cAMP ctrl 9%, Rhodamine autofl inactive, Caspase-7 inhib 1%, Texas Red fluor inactive, USP2a inh -3%, ERK AVP inh 25% and HADH2 inhib 17%.
`O=C(NCCCN1CCCC1=O)c1cc(=O)c2ccccc2o1` gave Fluorescein autfl inconclusive, Tau filament bind -2%, Caspase-1 inhib 1%, Luciferase inh -1%, HEK293 cAMP ctrl -1%, Rhodamine autofl inactive, Caspase-7 inhib 1%, Texas Red fluor inactive, USP2a inh -2%, ERK AVP inh -8% and HADH2 inhib -8%.
`Fc1ccccc1CSc1ncnc2c1oc1ccccc12` gave Fluorescein autfl inactive, Tau filament bind -14%, Caspase-1 inhib -2%, Luciferase inh 13µM*, HEK293 cAMP ctrl inconclusive, Rhodamine autofl inactive, Caspase-7 inhib -1%, Texas Red fluor inactive, USP2a inh 26%, ERK AVP inh -3% and HADH2 inhib -7%.
`COc1ccc(C(=O)N2CCc3cc(OC)c(OC)cc3C2)cc1OC` gave Fluorescein autfl inconclusive, Tau filament bind 1%, Caspase-1 inhib 0%, Luciferase inh -1%, HEK293 cAMP ctrl 3%, Rhodamine autofl inactive, Caspase-7 inhib -2%, Texas Red fluor inconclusive, USP2a inh -4%, ERK AVP inh inconclusive and HADH2 inhib 5%.
`Cc1cc2c(N)cccc2nn1` gave Tau filament bind -5%[11.4 µM], Caspase-1 inhib inconclusive, Luciferase inh 0%, HEK293 cAMP ctrl 5%[11.4 µM], Caspase-7 inhib -9%, USP2a inh 11%[7.66 µM], ERK AVP inh -14% and HADH2 inhib inconclusive.
For C/C(=C\C(=O)c1ccc(C)cc1)Nc1cccc(O)c1 the results were Tau filament bind 40%, Caspase-1 inhib -6%, Luciferase inh 5µM*, HEK293 cAMP ctrl 6%, Caspase-7 inhib -3%, USP2a inh 7%, ERK AVP inh -18% and HADH2 inhib inconclusive.
CCCCCc1nc2ccccc2c(=O)n1N was read as Fluorescein autfl inactive, Tau filament bind 0%, Caspase-1 inhib -1%, Luciferase inh 0%, HEK293 cAMP ctrl 10%, Rhodamine autofl inactive, Caspase-7 inhib 1%, Texas Red fluor inactive, USP2a inh 2%, ERK AVP inh 19% and HADH2 inhib -2%.
Screening CC1(C)Cc2c(sc3ncn4nc(CCC(=O)O)c(=O)nc4c23)CO1 returned Fluorescein autfl inconclusive, Tau filament bind 8%, Caspase-1 inhib 0%, Luciferase inh 2%, HEK293 cAMP ctrl 2%, Rhodamine autofl inactive, Caspase-7 inhib 0%, Texas Red fluor inactive, USP2a inh -1%, ERK AVP inh -8% and HADH2 inhib -8%.
Screening COC(=O)c1c(N)c(C#N)c2n1CCCCC2 returned Fluorescein autfl inconclusive, Tau filament bind -4%, Caspase-1 inhib -1%, Luciferase inh 2%, HEK293 cAMP ctrl 10%, Rhodamine autofl inactive, Caspase-7 inhib 0%, Texas Red fluor inconclusive, USP2a inh -4%, ERK AVP inh -10% and HADH2 inhib 0%.
For CCCS(=O)(=O)N1CCCC(C(=O)N2CCN(c3ccccn3)CC2)C1 (configuration not stated) the results were Fluorescein autfl inactive, Tau filament bind 6%, Caspase-1 inhib -2%, Luciferase inh 1%, HEK293 cAMP ctrl 1%, Rhodamine autofl inactive, Caspase-7 inhib 2%, Texas Red fluor inactive, USP2a inh 1%, ERK AVP inh 4% and HADH2 inhib 3%.
`COc1ccc(-c2cc(C(=O)Nc3cccc(C(C)=O)c3)no2)cc1` gave Fluorescein autfl inactive, Tau filament bind 9%, Caspase-1 inhib 0%, Luciferase inh -3%, HEK293 cAMP ctrl 6%, Rhodamine autofl inactive, Caspase-7 inhib 1%, Texas Red fluor inactive, USP2a inh -4%, ERK AVP inh 23% and HADH2 inhib 5%.
Cc1ccccc1NC(=O)CSc1nc(N)c(C#N)cc1C#N was read as Fluorescein autfl inconclusive, Tau filament bind -9%, Caspase-1 inhib -2%, Luciferase inh 4%, HEK293 cAMP ctrl inconclusive, Rhodamine autofl inactive, Caspase-7 inhib -2%, Texas Red fluor inactive, USP2a inh -9%, ERK AVP inh -25% and HADH2 inhib inconclusive.
CCOC(=O)C1=C(N)n2c(s/c(=C\c3cccnc3)c2=O)=C(C(=O)OCC)C1c1cccnc1 (configuration not stated) was read as Fluorescein autfl inactive, Tau filament bind -2%, Caspase-1 inhib -2%, Luciferase inh 4%, HEK293 cAMP ctrl inconclusive, Rhodamine autofl inactive, Caspase-7 inhib -2%, Texas Red fluor inactive, USP2a inh -7%, ERK AVP inh -6% and HADH2 inhib 2%.
Screening COc1ccc(CN(Cc2nc3ccccc3c(=O)[nH]2)C(=O)C(C)(C)C)cc1 returned Fluorescein autfl inactive, Tau filament bind 2%, Caspase-1 inhib -1%, Luciferase inh -2%, HEK293 cAMP ctrl 7%, Rhodamine autofl inactive, Caspase-7 inhib 0%, Texas Red fluor inactive, USP2a inh 59%[activator], ERK AVP inh -11% and HADH2 inhib 2%.
Screening O=C(NC1(C(=O)O)CCCC1)c1ccccc1 returned Fluorescein autfl inconclusive, Tau filament bind -12%[11.4 µM], Caspase-1 inhib -3%[11.5 µM], Luciferase inh 2%[11.4 µM], HEK293 cAMP ctrl -4%[11.4 µM], Rhodamine autofl inactive, Caspase-7 inhib 0%[11.5 µM], Texas Red fluor inactive, ERK AVP inh -15%[11.5 µM] and HADH2 inhib 4%[11.4 µM].
`CC1(C)CC(NC(=O)C2CCCCC2C(=O)O)CC(C)(C)N1` (configuration not stated) gave Fluorescein autfl inactive, Tau filament bind 5%, Caspase-1 inhib 2%, Luciferase inh 1%, HEK293 cAMP ctrl -3%, Rhodamine autofl inactive, Caspase-7 inhib 0%, Texas Red fluor inactive, USP2a inh 4%, ERK AVP inh -2% and HADH2 inhib 2%.
For O=C(Cn1cnc2c(cnn2-c2ccc(F)cc2)c1=O)NCC1CCCO1 (configuration not stated) the results were Fluorescein autfl inactive, Tau filament bind -17%, Caspase-1 inhib 1%, Luciferase inh 2%, HEK293 cAMP ctrl 3%, Rhodamine autofl inactive, Caspase-7 inhib 0%, Texas Red fluor inactive, USP2a inh -2%, ERK AVP inh -13% and HADH2 inhib 3%.
Screening Cc1ccc(Nc2nc(N)nc(CN3CCCCCC3)n2)cc1 returned Fluorescein autfl inactive, Tau filament bind -8%, Caspase-1 inhib -1%, Luciferase inh -2%, HEK293 cAMP ctrl 9%, Rhodamine autofl inactive, Caspase-7 inhib 0%, Texas Red fluor inactive, USP2a inh 17%, ERK AVP inh inconclusive and HADH2 inhib 4%.
For CC(C)n1c(CCC(=O)O)ccc1-c1ccccc1 the results were Tau filament bind 12%, Caspase-1 inhib -4%, Luciferase inh 2%, HEK293 cAMP ctrl 5%, Caspase-7 inhib -7%, ERK AVP inh -2% and HADH2 inhib -22%.
Screening Cn1c(CNc2nc3ccccc3n2C)nc2ccccc21 returned Tau filament bind 14%, Caspase-1 inhib 0%, Luciferase inh -2%, HEK293 cAMP ctrl 5%, Caspase-7 inhib 0%, USP2a inh -13%, ERK AVP inh 10% and HADH2 inhib 20%.
For CC(C)C(C(=O)Nc1ccccc1)N1C(=O)c2ccccc2C1=O (configuration not stated) the results were Tau filament bind -2%, Caspase-1 inhib -2%, Luciferase inh 1%, HEK293 cAMP ctrl 30%, Caspase-7 inhib 2% and HADH2 inhib 2%.

Bioassay records from PubChem.
